Bioassay records as filed in PubChem BioAssay.
LmPK inh: LmPK (Leishmania mexicana) enzyme inhibition; purified LmPK, Kinase-Glo ATP luminescence, 1 h; 290,000 tested, 0.37% active; Potency, µM (titrated, usually from 57.5 µM), inactives show top-dose activity change, negative = inhibition, hits mostly inhibitors; also: potency is read from the fitted curve at half-maximal effect
Target sequence (Q27686 whole entry, looked up): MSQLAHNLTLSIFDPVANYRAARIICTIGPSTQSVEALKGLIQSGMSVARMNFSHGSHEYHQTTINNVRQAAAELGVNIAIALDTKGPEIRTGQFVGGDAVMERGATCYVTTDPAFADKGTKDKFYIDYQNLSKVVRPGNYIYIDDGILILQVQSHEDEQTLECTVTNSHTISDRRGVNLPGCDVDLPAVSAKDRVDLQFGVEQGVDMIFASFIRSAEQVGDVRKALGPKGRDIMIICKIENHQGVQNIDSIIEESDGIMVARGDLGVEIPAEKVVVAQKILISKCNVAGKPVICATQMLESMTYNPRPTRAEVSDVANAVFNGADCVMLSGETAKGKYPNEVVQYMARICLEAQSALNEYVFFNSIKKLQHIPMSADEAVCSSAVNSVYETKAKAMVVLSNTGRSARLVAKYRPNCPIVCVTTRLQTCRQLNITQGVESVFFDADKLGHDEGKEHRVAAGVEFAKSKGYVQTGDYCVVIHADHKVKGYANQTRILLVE
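Pyruvate kinase activity monitored as ATP production (luciferase luminescence). Conditions: 0.1 nM enzyme, 0.5 mM PEP, 0.1 mM ADP, 1 h, RT; normalized against uninhibited and no-enzyme wells.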
TbPYK inhibitor: T. brucei pyruvate kinase inhibition; Q57TT1; Potency, µM (series often up to 76.8 µM), inactives show top-dose activity, negative = inhibition, most hits filed as inhibitors; 410,000 tested, 0.12% active; TbPYK enzyme, Kinase-Glo Plus ATP luminescence, 45 min; also: potency is read from the fitted curve at half-maximal effect; nearly all actives have a fitted effect of over 50% in size
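Screened from lowest to highest concentration, compounds were pinned into TbPYK/substrate mixtures, and ADP (130 uM final) was added. Plates sat at room temperature for 45 min prior to Kinase-Glo Plus detection by luminescence.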
AmpC inh detg: blocks E. coli AmpC beta-lactamase in detergent assay; AID 485294; 370,000 tested, 0.041% active; AmpC hydrolysis of nitrocefin, absorbance 480 nm, 0.01% Triton; Potency, µM (titrated, usually from 114 µM), for inactives: at the top dose activity change, negative = inhibition, most hits filed as inhibitors;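 also: potency is read from the fitted curve at half-maximal effect; 0% = no-compound wells and -100% = no-enzyme wells; nearly all actives have a fitted effect of over 25% in size; some results filed as inactive show a strong effect at the top dose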
Target sequence (P00811 whole entry, looked up): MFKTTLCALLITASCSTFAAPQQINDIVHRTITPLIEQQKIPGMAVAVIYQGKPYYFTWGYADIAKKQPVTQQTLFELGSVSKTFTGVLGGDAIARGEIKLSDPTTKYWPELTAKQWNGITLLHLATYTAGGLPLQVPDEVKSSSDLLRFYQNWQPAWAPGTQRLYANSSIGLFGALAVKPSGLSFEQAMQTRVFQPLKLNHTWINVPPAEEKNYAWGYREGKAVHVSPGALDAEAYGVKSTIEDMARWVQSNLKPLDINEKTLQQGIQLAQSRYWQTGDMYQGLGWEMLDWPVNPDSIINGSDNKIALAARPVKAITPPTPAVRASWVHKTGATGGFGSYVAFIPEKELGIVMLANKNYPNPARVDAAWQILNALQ
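AmpC (5.3 nM in the dispensed reagent) in 20 mM phosphate pH 7.0 with 0.01% (detergent screen) or 0.0001% Triton X-100 was preincubated with compounds for 15 min at room temperature. Nitrocefin was then added from an 800 uM solution, and hydrolysis was followed at 480 nm.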
AmpC no deterg: AmpC beta-lactamase inhibition without detergent; P00811; AmpC nitrocefin hydrolysis, absorbance 480 nm, 0.0001% Triton; Potency, µM (highest dose often 57.1 µM), for the others: at the top dose activity change, negative = inhibition, usual class: inhibitors; 330,000 tested, 0.52% active; AID 485341;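 also: potency is read from the fitted curve at half-maximal effect; plate controls were no compound for no effect and no enzyme for full effect; nearly all actives have a fitted effect of over 20% in size; some results filed as inactive show a strong effect at the top dose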
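AmpC (5.3 nM in the dispensed reagent) in 20 mM phosphate pH 7.0 with 0.01% (detergent screen) or 0.0001% Triton X-100 was preincubated with compounds for 15 min at room temperature. Nitrocefin was then added from an 800 uM solution, and hydrolysis was followed at 480 nm.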
HCMV antiviral: blocks human cytomegalovirus replication. HFF cells, HCMV-luciferase reporter, 72 h; hits give low values. activity change, negative = inhibition, % at 57.5 µM. 410,000 tested, 4.5% active; in the data active = activity change below about -60%; inconclusive = no clear call, values can overlap the other calls; inactive = above about -39%
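After 16 h attachment at 37C, HFF cells received test compound and HCMV-luciferase (1 PFU/cell); reporter luminescence read 72 h later, data normalized against buffer-only and known inhibitor Salinomycin.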
AMA1 RON2 block: disrupts binding of P. falciparum AMA1 to RON2; AID 720542; AlphaScreen AMA1-biotinylated RON2 peptide binding; Potency, µM (doses to about 58.2 µM), inactives show at the highest dose activity change, negative = inhibition, actives largely listed as inhibitors; 360,000 tested, 0.2% active;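 also: potency is read from the fitted curve at half-maximal effect; 0% = vehicle wells and -100% = peptide control; nearly all actives have a fitted effect of over 45% in size; some results filed as inactive show a strong effect at the top dose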
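AMA1 (3D7) with his tag at 25 nM final met compounds first, then biotinylated RON2 peptide at 25 nM; detection used donor plus acceptor beads, 10 µg/mL apiece, read by AlphaScreen after 30 min at room temperature.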
Sm TGR inh: S. mansoni TGR enzyme inhibition. Q962Y6. purified TGR, DTNB reduction, TNB absorbance 405 nm. Potency, µM (series often up to 114 µM), for inactives: top-dose activity change, negative = inhibition, actives largely listed as inhibitors. 360,000 tested, 3% active; also: potency is read from the fitted curve at half-maximal effect; nearly all actives have a fitted effect of over 60% in size
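Kinetic colorimetric format: TGR-catalysed, NADPH-driven DTNB reduction monitored via TNB absorbance. Enzyme dispensed at 20 nM; compound exposure 15 min at room temperature before reaction start.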
* = called active by the depositor; ? = inconclusive; · = not tested or not shown; & = joins results of further samples; [ ] = dose if it differs, or a comment. Unless noted, calls follow the shape of the dose curve; as a rule, active = well fitted curve in the direction sought with a large enough effect; inconclusive = small, poorly fitted or top-dose-only effect, or another doubt; inactive = no such curve, though single readings can be large; an effect the other way counts as inactive or inconclusive. Unless noted, % is scaled to controls: 0 for no effect and ±100 for the full control effect.

| mol | LmPK inh | TbPYK inhibitor | AmpC inh detg | AmpC no deterg | HCMV antiviral | AMA1 RON2 block | Sm TGR inh |
| --- | --- | --- | --- | --- | --- | --- | --- |
| Cc1cccc(N2CCN(C(=O)c3ccc4c(c3)NC(=O)C(CSCc3cccc(F)c3)N4)CC2C)c1 (centres undefined) | 1% | -14% | -6% | -16% | -83* | -16% | 0% |
| CC(C)(C)[C@H]1C=C(C(=O)NCc2ccccc2)O[C@@H](OCCCCO)C1 | · | -5% | · | · | 78 | -3% | · |
| Cc1ccc(C)c(NC(=S)NC2CC3CCC(C2)N3Cc2ccco2)c1 (centres undefined) | 3% | -8% | -6% | 14% | -12 | -1% | 22% |
| CC(=O)c1cccc(NC(=O)c2c(-c3ccccc3)c(-c3ccccc3)nn(C)c2=O)c1 | · | 7% | 16% | · | -14 | · | 0% |
| CC(NC(=O)Cn1ncc2c3ccccc3n(Cc3ccc(F)cc3)c2c1=O)c1ccccc1 (centres undefined) | · | 0% | 2% | · | -8 | · | -1% |
| O=C(NC1CCCC1)c1ccc(Cl)c(S(=O)(=O)N2CCCCC2)c1 | 7% | -1% | -13% | -25% | -40 | 5% | -1% |
| COc1ccc(/C=C/C(=O)Nc2cccc(C(C)=O)c2)cc1 | 0% | 1% | -16% | -46% | 94 | 15% | -3% |
| CCN(CC)c1ccc(NC(=O)COC(=O)c2ccc3ccccc3n2)cc1 | -6% | -11% | -15% | -5% | 89 | -23% | -26% |
| COc1ccc(S(=O)(=O)N2CCOCC2)cc1NC(=O)CSc1nnc(NC2CC2)s1 | · | -12% | · | -23% | 18 | 12% | · |
| Cc1ccc(CNC(=O)CCS(=O)(=O)c2cc3c(cc2C)NC(=O)CO3)cc1 | -4% | 6%&-1% | -9%&17% | -16% | -33&1 | 36%[activator] | -12%&4% |
| c1cncc(Nc2nc(-c3ccncc3)cs2)c1 | 1% | 0% | ? | -37% | 12 | -1% | -1% |
| CC1C=CCC2C(=O)N(c3cccc(C(=O)NCc4ccccc4)c3)C(=O)C12 (centres undefined) | 5% | ? | -7% | -28% | 32 | -1% | -8% |
| CSc1nc2sc3c(c2c(=O)n1Cc1ccccc1)CCC(C(C)(C)C)C3 (centres undefined) | · | 0% | -9% | · | -14 | · | -8% |
| O=C(c1cnn(C(=O)COc2ccc(Cl)cc2)c1)c1ccccc1O | 3% | -2% | -8% | -34% | ? | 9%[2.32 µM] | -10% |
| O=C(O)c1cccc(N/N=C/c2ccc(-c3ccccc3)cc2)c1 | -4%[11.5 µM] | -3% | ? | -57% | 109 | 6% | 0% |

Just AmpC inh detg, for some of the entries so far:
| SMILES | AmpC inh detg |
| --- | --- |
| CC(NC(=O)Cn1ncc2c3ccccc3n(Cc3ccc(F)cc3)c2c1=O)c1ccccc1 (centres undefined) | 2% |
| CC(=O)c1cccc(NC(=O)c2c(-c3ccccc3)c(-c3ccccc3)nn(C)c2=O)c1 | 16% |

(next part)
| mol | LmPK inh | TbPYK inhibitor | AmpC inh detg | AmpC no deterg | HCMV antiviral | AMA1 RON2 block | Sm TGR inh |
| --- | --- | --- | --- | --- | --- | --- | --- |
| CCn1c(=O)c(C(=O)Nc2ccsc2C(=O)OC)c(O)c2ccccc21 | 1% | · | -10% | -22% | · | · | -11% |
| O=C1c2ccccc2C2(c3ccccc3)NCCN12 (centres undefined) | -4% | -26% | -5% | -7% | 2 | 2% | 12% |
| Cc1cccc(CN(C)CCc2ccccn2)c1 | 4% | 13% | 6% | -8% | -2 | -16% | -30% |
| CCn1c(SCC(=O)NNC(=S)Nc2ccc(C)cc2)nnc1-c1ccc(Cl)cc1 | 1% | -13% | -2% | -22% | -17 | 65%[activator] | -11% |
| COC(=O)c1ccccc1NC(=O)CSc1nc(N)cc(=O)[nH]1 | 7% | -4% | 0% | -15% | -2 | -8% | 2% |
| CC(C)(C)N1C(=O)[C@H]2[C@@H](c3ccc(Br)cc3)N3C(=O)N(c4cccc(F)c4)C(=O)[C@@]3(Cc3ccccc3)[C@H]2C1=O | · | 3% | 3% | -3% | -30 | -9% | 1% |
| O=C(Nc1nc(-c2cc(F)ccc2F)cs1)c1cccc(N2C(=O)CCC2=O)c1 | · | 2% | 0% | 79%[activator] | -16 | 9% | 5% |
| COc1ccc(OC)c(CNC(=O)c2nn(-c3ccc(OC)c(Cl)c3)c(=O)c3c2c2ccccc2n3C)c1 | · | 2% | 7% | · | 14 | · | 5% |
| COc1ccc(CN2C(=O)c3cccnc3C2=O)cc1S(=O)(=O)N1CCCCC1 | -7% | -6% | ? | 18% | 16 | 7% | 0% |
| CS(=O)(=O)N1CCC(C(=O)Nc2ccccc2F)CC1 | -2% | 4% | -16% | -5% | -20 | 6% | 9% |
| COC(=O)C(=Cc1ccncc1)c1cccc2ccccc12 | · | 4% | · | · | -10 | 0% | · |
| N#CC(=Nc1cccc(F)c1)C1=C(O)c2ccccc2C1=O | · | -21% | · | · | 53 | 1% | · |
| CSc1ccccc1NC(=O)C(=O)c1c[nH]c2ccccc12 | 0% | 1% | 10% | -24% | 50 | -8% | -17% |
| O=C1C(Cl)=C(NCC2CCCO2)C(=O)N1CCc1ccccc1 (centres undefined) | 3% | -13% | -7% | -12% | 104 | 16% | ? |
| Cn1c2c(c(=O)n(C)c1=O)CN(CCCN1CCOCC1)CN2 | -3% | 6% | -8% | -28% | 4 | -7% | ? |

Next compounds follow.
| mol | LmPK inh | TbPYK inhibitor | AmpC inh detg | AmpC no deterg | HCMV antiviral | AMA1 RON2 block | Sm TGR inh |
| --- | --- | --- | --- | --- | --- | --- | --- |
| O=C(CSc1nc2scc(-c3cccs3)c2c(=O)n1CCc1ccccc1)N1CCCC1 | · | 1% | · | · | 4 | 0% | · |
| NS(=O)(=O)c1cc2c(cc1Cl)NC(c1ccccc1OCC(=O)O)NS2(=O)=O (centres undefined) | 4% | 0% | -10% | -8% | -15 | 8% | -15% |
| CN(N=Cc1ccc([N+](=O)[O-])cc1)c1ccccn1 | · | -4% | · | · | -70* | -22% | · |
| COc1cccc(OCc2nc3ccccc3n2C)c1 | · | -7% | 15% | · | 66 | · | 12% |
| O=C(COc1ccccc1)c1cn(Cc2ccccc2)c2ccccc12 | 4% | -8% | 1% | -31% | -63* | -2%[11.6 µM] | -1% |
| N/C(=N\OC(=O)CC(c1ccccc1)c1ccccc1)c1cccnc1 | 1% | 1% | 3% | 24% | 54 | 5% | · |

Compounds listed so far containing a tert-butyl group:
| mol | LmPK inh | TbPYK inhibitor | AmpC inh detg | AmpC no deterg | HCMV antiviral | AMA1 RON2 block | Sm TGR inh |
| --- | --- | --- | --- | --- | --- | --- | --- |
| CC(C)(C)[C@H]1C=C(C(=O)NCc2ccccc2)O[C@@H](OCCCCO)C1 | · | -5% | · | · | 78 | -3% | · |
| CSc1nc2sc3c(c2c(=O)n1Cc1ccccc1)CCC(C(C)(C)C)C3 (centres undefined) | · | 0% | -9% | · | -14 | · | -8% |
| CC(C)(C)N1C(=O)[C@H]2[C@@H](c3ccc(Br)cc3)N3C(=O)N(c4cccc(F)c4)C(=O)[C@@]3(Cc3ccccc3)[C@H]2C1=O | · | 3% | 3% | -3% | -30 | -9% | 1% |

Entries listed so far that have a thiophene ring, fused or not (3):
| mol | LmPK inh | TbPYK inhibitor | AmpC inh detg | AmpC no deterg | HCMV antiviral | AMA1 RON2 block | Sm TGR inh |
| --- | --- | --- | --- | --- | --- | --- | --- |
| CSc1nc2sc3c(c2c(=O)n1Cc1ccccc1)CCC(C(C)(C)C)C3 (centres undefined) | · | 0% | -9% | · | -14 | · | -8% |
| CCn1c(=O)c(C(=O)Nc2ccsc2C(=O)OC)c(O)c2ccccc21 | 1% | · | -10% | -22% | · | · | -11% |
| O=C(CSc1nc2scc(-c3cccs3)c2c(=O)n1CCc1ccccc1)N1CCCC1 | · | 1% | · | · | 4 | 0% | · |
